# SV40 large T antigen: SV40 large T antigen inhibitors, biochemical (AID 1903) | SV40 large T antigen ATPase/helicase inhibition assay; higher % means a stronger effect | actives 0.39% (n = 310,000) | inhibition, % at 20 µM; hits with a dose series show IC50 in µM; in the data active means a potency from the dose series; inconclusive means inhibition mostly from about 32% at the one dose, without a potency; inactive means the rest, 99 in 100 with inhibition below about 32%; further: strong numbers were not always called active
# GPR35 arrestin U2OS: GPR35 antagonists blocking zaprinast-driven arrestin recruitment, primary screen, imaging, U2OS, beta-arrestin-GFP, zaprinast agonist (AID 2058); U2OS GPR35 beta-arrestin-GFP translocation imaging, zaprinast antagonism; higher % means a stronger effect; one-dose inhibition, % at 10 µM; IC50 in µM for titrated hits; actives 0.052% (n = 290,000);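 active means inhibition of at least 50% with at least 30 cells and total cytoplasm GFP at most 10,000,000; inconclusive means under 30 cells or total GFP of 10,000,000 plus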
# Rac1 GTP hydrolysis: MgcRacGAP GTPase-activating activity inhibitors, confirmation, biochemical, ADP Hunter fluorescence | Rac GTPase-activating protein 1 (Homo sapiens) | MgcRacGAP-stimulated Rac1 GTP hydrolysis, ADP Hunter fluorescence; higher % means a stronger effect; GST-tagged Rac1 F28L mutant substrate | inhibition, % at 30 µM; hits with a dose series show IC50 in µM | actives 0.6% (n = 340,000) | AID 624330, 2012;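 active means first-screen hits whose inhibition reached a set limit at any dose in the follow-up dose series; inconclusive means inhibition above the set first-screen limit but never retested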;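 further: fluorescence reports GDP produced by GAP-driven GTP hydrolysis; strong numbers were not always called active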
# GPR55 beta-arrestin: GPR55 agonists via beta-arrestin recruitment, primary screen, imaging, U2OS cells, beta-arrestin-GFP redistribution (AID 1961) | U2OS GPR55 beta-arrestin-GFP redistribution imaging; higher % means a stronger effect | one-dose activation, % at 10 µM; EC50 in µM for titrated hits | actives 0.048% (n = 290,000);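 active means activation above 40% with more than 50 cells counted in the well; inconclusive means wells holding fewer than 50 cells, flagged as toxic or sparse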;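 further: U2OS osteosarcoma cells stably expressing GPR55 and beta-arrestin-GFP; plate controls were DMSO negative control for no effect and LPI positive control for full effect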
# GPR55 antagonists: GPR55 antagonists blocking LPI-driven arrestin recruitment, primary screen, imaging, U2OS, beta-arrestin-GFP, LPI agonist (AID 2013); U2OS GPR55 beta-arrestin-GFP translocation imaging, LPI antagonism; higher % means a stronger effect; inhibition, % at 10 µM; hits with a dose series show IC50 in µM; actives 0.13% (n = 290,000);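 active means spots per cell inhibited over 60%, with over 100 cells counted and total cytoplasm intensity under 500,000; inconclusive means wells with under 100 cells, flagged as likely toxic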;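 further: U2OS cells stably carrying GPR55 and arrestin-GFP stimulated by 5 µM LPI near EC80; imaged beta-arrestin-GFP aggregate spots per cell after agonist stimulation; plate controls were LPI-stimulated DMSO wells for no effect and DMSO wells without LPI for full effect; some results filed as inactive read as strong as hits; confirmed hits need IC50 under 10 µM and bright autofluorescent wells are also inconclusive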
# AID2073: inhibitors of Mint1-CaV2.2 protein interaction, biochemical, HTRF (AID 2073); Voltage-dependent N-type calcium channel subunit alpha-1B (Homo sapiens); HTRF protein-protein interaction, Mint1-CaV2.2; higher % means a stronger effect; inhibition, % at 20 µM; hits with a dose series show IC50 in µM; actives 0.19% (n = 290,000); in the data active means inhibition mostly above about 51%, no sharp cut-off; inconclusive means no clear call, values can overlap the other calls; inactive means mostly below about 53%; further: some results filed as inactive read as strong as hits
# NTR1 ag: agonists of NTR1, primary screen, imaging, U2OS cells, beta-arrestin-GFP, high content (AID 493036). Neurotensin receptor type 1 (Homo sapiens), P30989. activation, % at 20 µM. NTR1-U2OS beta-arrestin-GFP spot imaging, agonist mode. actives 0.17% (n = 330,000);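 active means activation at or above 40% of the spot to cytoplasm intensity ratio, with at least 20 cells analyzed; inconclusive means wells under 20 cells, flagged as cytotoxic or low count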;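 further: 0% = DMSO without peptide and 100% = 100 nM NTR1 peptide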
# Target sequence (P30989 whole entry, looked up): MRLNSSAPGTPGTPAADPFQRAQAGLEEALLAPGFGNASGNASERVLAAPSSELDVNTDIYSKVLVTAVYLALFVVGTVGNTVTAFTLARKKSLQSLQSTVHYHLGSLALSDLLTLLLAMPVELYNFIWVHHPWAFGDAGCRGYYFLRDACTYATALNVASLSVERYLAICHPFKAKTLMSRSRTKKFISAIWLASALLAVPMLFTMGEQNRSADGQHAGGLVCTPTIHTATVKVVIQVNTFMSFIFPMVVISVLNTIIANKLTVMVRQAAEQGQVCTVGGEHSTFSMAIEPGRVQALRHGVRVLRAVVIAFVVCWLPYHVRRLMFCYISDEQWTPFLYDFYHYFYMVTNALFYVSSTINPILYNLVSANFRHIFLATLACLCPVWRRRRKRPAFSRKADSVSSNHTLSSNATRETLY
# Dengue-2 NS5 capping: Dengue-2 NS5 methyltransferase inhibitors, primary screen, biochemical, confirmation dose response (AID 588689). Dengue-2 NS5 methyltransferase capping enzyme assay, biochemical; higher % means a stronger effect. actives 0.3% (n = 340,000). inhibition, % at 25 µM, or IC50 in µM where a hit was titrated; in the data active means a potency from the dose series; inconclusive means inhibition above about 29% without an active follow-up result
# Yfh1-depleted yeast: enhancers of respiration in Yfh1-depleted yeast, dose response, Friedreich's ataxia, plus single-dose screen (AID 1465); S. cerevisiae Yfh1-off respiration, WST-1 reduction, 72 h; higher fold induction means a stronger effect; one-dose fold induction at 50 µM; EC50 in µM for titrated hits; actives 0.074% (n = 220,000);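 active means fold induction of absorbance versus untreated yeast above a set limit, then at least 30% activation at any dose in follow-up; inconclusive means repeats straddling the limit, or above it without dose testing; inactive means fold induction below the set limit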;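 further: activators that raise dye reduction in frataxin-depleted yeast; strong numbers were not always called active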
# NTR1 ag cell count 20 µM: also measured in NTR1 ag; calls as there; cell count; measured here: cell count, cytotoxicity flag
# Dengue-2 NS5 capping pilot replicate: recorded beside Dengue-2 NS5 capping, whose call it bears; inhibition, %; measured here: pilot screen replicate inhibition
# An asterisk follows results filed as active; i = inactive; ? = inconclusive; · = not tested or not shown.
SMILES,SV40 large T antigen,GPR35 arrestin U2OS,Rac1 GTP hydrolysis,GPR55 beta-arrestin,GPR55 antagonists,AID2073,NTR1 ag,NTR1 ag cell count 20 µM,Dengue-2 NS5 capping,Yfh1-depleted yeast,others
COc1ccc(C2=NS(=O)(=O)N(C)C(C(=O)NCc3ccc(F)cc3)=C2)cc1OC,·,-20%,-1%,-0.1%,9%,10%,-2.6,56,3%,·,
Cc1ccc(C)c(C(=O)NCCN(C)C)c1,3%,2%,0%,0.0%,8%,1%,2.2,65,0%,i,
CCOc1ccc2nc(SCc3ccc(CC(=O)O)cc3)c(C#N)cc2c1,7%,2%,10%,-0.1%,-5%,25%,-0.4,32,-2%,i,
COc1ccccc1N1CCN(C(=O)C2CCN(S(=O)(=O)N3CCOCC3)CC2)CC1,3%,15%,10%,0.0%,6%,8%,·,·,-10%,i,
N#C/C(C(N)=O)=C1/SC(Cc2ccc(F)cc2)C(=O)N1c1ccccc1 (stereo unspecified),11%,4%,5%,-0.1%,12%,-15%,-1.2,50,-5%,i,
Cc1ccc(-c2c[n+](CC(=O)Nc3cc(=O)n(C)c(=O)n3C)c3n2CCC3)cc1,1%,-2%,10%,0.8%,4%,?,0.0,46,2%,i,
COc1ccc(CC(C(=O)Nc2cc(C)ccc2C)/C(N)=N/O)cc1 (stereo unspecified),2%,8%,7%,-0.2%,-1%,6%,6.1,67,0%,i,Dengue-2 NS5 capping pilot replicate=-3.3
CCCCC(=O)Nc1nnc(SCC(=O)Nc2ccc(OC)cc2)s1,5%,1%,2%,-0.2%,4%,10%,2.0,51,-4%,·,
COc1ccc(C(=O)COC(=O)c2ccc(-n3cnnn3)cc2)c(OC)c1,9%,·,1%,·,·,·,4.5,77,-2%,·,
COCc1cc(CN2CCCC(C(=O)c3cccc(C(F)(F)F)c3)C2)ccc1OC (stereo unspecified),4%,4%,3%,0.1%,21%,-1%,0.6,79,-11%,i,
CN(/N=C/c1ccc(Br)o1)C1=NS(=O)(=O)c2ccccc21,2%,-6%,2%,-0.2%,-6%,20%,0.3,50,-1%,i,
CCCCCCCCCOC(=O)C1N2C(=O)[C@@H](NC(=O)COc3ccccc3)[C@H]2SC1(C)C (stereo partly specified),8%,·,8%,·,·,·,1.0,94,-5%,i,
O=C(CCCN1C(=O)c2cccc3cccc(c23)C1=O)N1CCc2ccccc2C1,8%,-5%,12%,-0.2%,4%,31%,3.5,40,11%,i,
COc1cc2nc(NCC3CCCO3)n3nc(-c4cccnc4)nc3c2cc1OC (stereo unspecified),5%,2%,13%,-0.1%,19%,9%,6.2,56,-4%,·,
CCc1ccc(OCC(=O)O/N=C(\N)c2ccncc2)c(Br)c1,2%,-2%,7%,-0.1%,-3%,12%,0.2,62,1%,·,
CCCCn1c(CCNC(=O)c2ccco2)nc2ccccc21,10%,11%,4%,0.0%,-4%,2%,0.2,46,-4%,·,
COc1ccccc1C(=O)Nc1cccc(-c2cn3ccsc3n2)c1,12%,-1%,·,-0.1%,-7%,2%,·,·,·,i,
CCOc1ccc(N(CC(=O)NCc2ccccc2)S(=O)(=O)c2ccc(C)cc2)cc1,8%,0%,6%,-0.1%,-3%,-1%,0.7,41,-7%,·,
O=C(CN1C(=O)NC2(CCCCC2)C1=O)Nc1ccccc1Cl,2%,6%,-4%,0.0%,0%,-6%,2.0,70,-6%,i,
COc1cc(CN2CCN(c3ncccn3)CC2)cc(OC)c1,8%,2%,7%,-0.3%,-3%,7%,0.3,76,10%,·,
Cc1cc(OCC(=O)Nc2ccc3oc(-c4ccncc4)nc3c2)ccc1Cl,-1%,-16%,2%,-0.2%,4%,11%,1.8,83,0%,i,
Cc1nnc(SCc2ccc(Cl)c(Cl)c2)s1,11%,-1%,6%,0.2%,4%,42%,0.0,71,·,i,
CC/C(=C\c1oc2cc3ccccc3cc2[n+]1CC)Nc1ccccc1,14%,-7%,16%,-0.3%,11%,-3%,2.4,45,-1%,i,
COc1ccccc1CNC(=O)C1CCN(S(=O)(=O)c2ccc(-n3cnnn3)cc2)CC1,-5%,20%,1%,0.5%,1%,10%,1.1,49,-15%,·,
COc1ccc(NS(=O)(=O)c2cn(C)cn2)cc1,11%,-5%,2%,1.5%,0%,-2%,-0.5,50,-19%,i,
Cn1c2c(c(=O)c3ccccc31)CCCC2,8%,-3%,3%,0.9%,·,16%,-0.2,49,-8%,·,
O=C(Nc1cc(S(=O)(=O)N2CCOCC2)ccc1N1CCCC1)c1cccnc1Cl,-5%,0%,10%,0.3%,12%,10%,1.6,67,-8%,i,
Cc1ccc(S(=O)(=O)N2CCc3c2cc([N+](=O)[O-])cc3[N+](=O)[O-])cc1,3%,4%,11%,0.0%,1%,-6%,3.1,54,-1%,·,
Cc1cnc(C(=O)OCC(=O)Nc2cccc(S(=O)(=O)N3CCCCC3)c2)cn1,11%,-2%,2%,0.3%,23%,-1%,2.4,46,-8%,i,
Cc1ccc(S(=O)(=O)N2CCCC2C(=O)Oc2ccccc2)cc1 (stereo unspecified),10%,8%,5%,-0.1%,12%,-14%,2.7,92,-8%,i,
Cc1ccccc1S(=O)(=O)Nc1ncnc2scc(-c3ccccc3)c12,21%,2%,8%,0.4%,-1%,3%,3.0,37,11%,i,
O=C1c2ccccc2C(=O)c2c(Nc3ccc(CCO)cc3)ccc(O)c21,-6%,28%,15%,-0.1%,-2%,19%,11,51,7%,i,
COc1ccc(OC)c(C(=O)NC(CC(N)=O)c2ccc(NCC3CC3)c([N+](=O)[O-])c2)c1 (stereo unspecified),7%,-6%,5%,0.2%,2%,-4%,8.1,56,10%,·,
CCOC(=O)C1=C(C)NC(=S)N(C=O)C1c1ccccc1 (stereo unspecified),8%,-2%,6%,-0.4%,10%,-5%,-0.2,29,-6%,i,
COc1ccc(CC2(CO)CCN(Cc3cccc(OC)c3OC)CC2)cc1,-1%,-1%,1%,-0.2%,8%,9%,0.1,59,-8%,i,
CC(Sc1nnnn1-c1ccc(Cl)cc1)C(=O)NCC(=O)Nc1ccc(F)c(F)c1F (stereo unspecified),15%,2%,4%,0.6%,-3%,-6%,5.2,56,-3%,i,
COc1cccc(N2CCN(C(=O)CCc3nnc4ccc(N5CCCC5)nn34)CC2)c1,11%,-19%,18%,0.2%,17%,5%,1.3,59,0%,·,
COc1ccc(C(=O)NCc2ccc(-n3cccc3)cc2)cc1OC,-6%,-1%,6%,-0.1%,4%,-6%,-1.8,83,-8%,i,
O=[N+]([O-])c1cccc(/C=N/NC2=NCCCCC2)c1,-2%,-25%,-2%,-0.4%,13%,-9%,-1.3,91,-15%,i,
CC(C)(C)NC(=O)c1cnn2c1NC(c1ccc(F)cc1)CC2C(F)(F)F (stereo unspecified),·,12%,-6%,-0.3%,18%,36%,1.7,51,4%,i,
S=c1[nH]nc(COc2ccccc2)n1/N=C/c1ccncc1,26%,-17%,-10%,-0.1%,-3%,19%,-0.1,77,6%,i,
O=C(c1cccs1)N1CCCC(N2CCN(c3ccc(F)cc3)CC2)C1 (stereo unspecified),8%,1%,11%,0.2%,-3%,3%,-0.4,58,-10%,·,
Cc1cccc2cc(CN(Cc3ccccc3)C(=S)NCCCN(C)C)c(=O)[nH]c12,·,-6%,9%,0.1%,-14%,-9%,0.5,91,8%,i,
Cc1ccc(NC(=O)c2oc3ccc(S(=O)(=O)N4CCOCC4)cc3c2C)cc1C,-4%,-17%,3%,-0.1%,6%,23%,10,107,-7%,i,
O=C(Nc1cccc(Cl)c1)Nc1ccccc1C(=O)NCc1ccco1,-4%,4%,6%,-0.1%,-3%,3%,2.6,37,-1%,i,
CCOC(=O)N1CCC(Nc2ccc(N3C(=O)C4CCCCC4C3=O)cc2[N+](=O)[O-])CC1 (stereo unspecified),11%,-6%,9%,0.1%,4%,5%,0.9,58,-14%,i,
COc1ccc(CCNS(=O)(=O)c2ccc(-c3ccc(=O)[nH]n3)o2)cc1OC,4%,8%,10%,0.2%,-8%,10%,-0.3,66,-12%,·,
COc1ccc(C2N(C(=O)C(F)(F)F)C(C)CN2S(=O)(=O)c2ccc(C)cc2)cc1 (stereo unspecified),17%,-12%,8%,-0.2%,-3%,4%,3.5,58,-6%,·,
COCCNC(=O)CN1CCOc2ccccc21,5%,5%,7%,-0.1%,4%,-4%,3.5,46,-2%,i,
O=C(Nc1ccccc1Cl)N1CCN(c2ccc3nncn3n2)CC1,-4%,-10%,5%,-0.1%,4%,-2%,-2.3,92,-8%,i,
CCc1ccc(S(=O)(=O)/N=C2\C=C(Nc3ccc(O)cc3)C(=O)c3ccccc32)cc1,8%,11%,10%,0.2%,5%,-11%,45*,55*,9%,·,
Cc1cc(C)n2ncc(C(=O)NC3CCCCC3)c2n1,6%,16%,9%,-0.1%,9%,6%,-0.3,93,-4%,i,
COCCN(C(=O)CCC(=O)Nc1nccs1)C(C(=O)NCCC(C)C)c1ccc(F)cc1 (stereo unspecified),5%,3%,-1%,-0.2%,-2%,18%,-2.4,44,5%,·,
COC(=O)CSC1=NS(=O)(=O)c2ccccc21,6%,-5%,?,-0.1%,9%,-48%,-0.3,46,23µM*,i,
COc1ccc(NC(=S)N(Cc2ccc(Cl)cc2)Cc2ccc(C(=O)O)cc2)cc1Cl,7%,-12%,11%,0.2%,3%,20%,0.9,35,-5%,i,
O=C(O)c1n[nH]nc1-c1ccccc1,5%,10%,4%,-0.1%,2%,2%,-1.5,47,-4%,i,
